Screens: PubChem, National Center for Advancing Translational Sciences (NCATS)
Giardia killer: kills Giardia lamblia. Giardia lamblia trophozoite viability. activity change, % at 7.66 µM, hits read low. 340,000 compounds, 0.15% hits; in the data active = activity change below about -80%; inconclusive = between about -30% and that limit;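 also: parasites exposed to compound for two days anaerobically before the ATP read; % is scaled to controls: 0 for no effect and ±100 for the full control effect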
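Giardia trophozoites, 100 cells per well, were exposed to compounds for 48 hrs at 37 deg C under anaerobic conditions; viability was then read as ATP content by bioluminescence after 15-30 min at room temperature.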
GALK inh: galactokinase (human) inhibition; Purified GALK, Kinase-Glo residual ATP luminescence; Potency, µM (doses to about 57.5 µM), for inactives: at the highest dose activity change, negative = inhibition, most hits filed as inhibitors; 270,000 compounds, 0.007% hits; AID 1868; also: potency is read from the fitted curve at half-maximal effect; % is scaled to controls: 0 for no effect and ±100 for the full control effect
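Human GALK (5 nM) with 35 uM ATP and 100 uM galactose in 20 mM HEPES pH 8.0, 5 mM MgCl2, 60 mM NaCl, 1 mM DTT, 0.01% BSA. After 1 h at room temperature, leftover ATP was read by Kinase-Glo Plus luminescence.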
Tb PFK inh: T. brucei PFK enzyme inhibition; O15648; T. brucei PFK, ADP-Glo luminescence; Potency, µM (top dose mostly 57.5 µM), for the others: at the highest dose activity, negative = inhibition, most hits filed as inhibitors; 330,000 compounds, 0.17% hits; AID 485367;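 also: potency is read from the fitted curve at half-maximal effect; 0% = uninhibited 1x PFK enzyme wells and -100% = no-enzyme wells; nearly all actives have a fitted effect of over 60% in size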
Target sequence (O15648 whole entry, looked up): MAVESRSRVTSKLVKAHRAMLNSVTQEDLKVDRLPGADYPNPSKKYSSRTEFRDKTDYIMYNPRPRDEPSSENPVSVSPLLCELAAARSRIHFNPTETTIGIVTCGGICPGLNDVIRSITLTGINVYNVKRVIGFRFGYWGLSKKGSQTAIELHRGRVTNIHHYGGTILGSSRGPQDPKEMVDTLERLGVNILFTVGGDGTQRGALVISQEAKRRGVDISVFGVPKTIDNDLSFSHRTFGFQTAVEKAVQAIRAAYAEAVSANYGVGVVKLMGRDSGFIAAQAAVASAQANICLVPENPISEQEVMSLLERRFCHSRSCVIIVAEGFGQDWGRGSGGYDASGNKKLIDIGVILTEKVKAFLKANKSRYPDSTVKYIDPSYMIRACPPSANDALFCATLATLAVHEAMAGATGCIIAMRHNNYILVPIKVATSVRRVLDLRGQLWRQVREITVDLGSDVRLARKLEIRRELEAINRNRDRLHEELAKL
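In TEA buffer at pH 8.0 with 5 mM MgCl2, enzyme (1.25 nM) converted F6P (0.5 mM) and ATP (0.1 mM) for 45 min at room temperature. ADP product was read by luciferase luminescence.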
TSG101-PTAP inh: blocks PTAP/TSG101 interaction to inhibit HIV-1 budding; Q99816; Fluorescence polarization, FITC-PTAP peptide / Tsg101 binding; Potency, µM (highest dose often 115 µM), inactives show at the highest dose activity change, negative = inhibition, most hits filed as inhibitors; 340,000 tested, under 10 active; AID 493005; active = well fitted inhibition curve with a large enough effect in the main read-out, with a control signal flat, not every such curve was filed as active; inconclusive = small, poorly fitted or top-dose-only effect, or effect the other way, or a change in a side signal; inactive = no such curve, though single readings can be large or run the other way; also: potency is read from the fitted curve at half-maximal effect; % of control where 0% means no effect
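Steps: Tsg101 binding domain dispensed (10 uM final), compounds pinned in DMSO, FITC-labeled PTAP-motif peptide added (50 nM final); after 20 min binding at room temperature, polarization measured.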
B2AR arrestin: recruits beta-arrestin to the human beta2-adrenergic receptor. 330,000 compounds, 0.02% hits. P07550. Potency, µM (top dose mostly 46.1 µM), inactives show at the highest dose activation, most hits filed as activators. beta-arrestin recruitment to beta2AR, cell-based reporter;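 also: potency is read from the fitted curve at half-maximal effect; 0% = DMSO controls and full agonism = EC100 isoproterenol or metaproterenol; nearly all actives have a fitted effect of over 65% in size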
Chronic BCR inh: blocks chronic active B-cell receptor signaling; ABC-DLBCL IkBa-CBG/CBR reporter, luminescence ratio, 4 h; Potency, µM (highest dose often 46.1 µM), for the others: top-dose ratio change, negative = lower green/red ratio, actives largely listed as inhibitors; 340,000 compounds, 0.05% hits; AID 493014; active = well fitted inhibition curve with a large enough effect in the signal ratio, with a control signal flat, not every such curve was filed as active; inconclusive = small, poorly fitted or top-dose-only effect, or effect the other way, or a change in a side signal; the % refers to the signal ratio;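 also: potency is read from the fitted curve at half-maximal effect; plate controls were basal doxycycline-induced cells for no effect and cells given 10 µM MG132 for full effect; MG132 reads +100%, hits lower the ratio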
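TMD8 ABC-DLBCL cells carrying doxycycline-inducible green luciferase fused to IkappaBalpha plus unfused red luciferase were exposed to compounds (up to 46 uM) for 4 hrs at 37C. Activity came from the overlap-corrected green/red luminescence ratio.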
Integrin act MD: activates integrin-mediated alleviation for muscular dystrophy. alpha7betagal myoblasts, beta-gal FDG fluorescence, 48 h. Potency, µM (series often up to 38.3 µM), without a hit: at the top dose activation, actives largely listed as activators. 350,000 compounds, 0.064% hits;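 also: potency is read from the fitted curve at half-maximal effect; 100% = response of the positive control SU9516; nearly all actives have a fitted effect of over 60% in size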
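alpha7betagal+/- myoblasts (passage 13, 250/well) treated 48 h at 37C with compounds at 1:260 dilution of DMSO stock. Lysed, then beta-galactosidase activity read as FDG fluorescence (ex 480/em 540) after 30 min, with pre-read for autofluorescence.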
Menin MLL FP TR: inhibitors of human menin-MLL interaction, mutant MLL peptide; O00255; Menin + Texas Red MLL mutant peptide, fluorescence polarization; Potency, µM (top dose mostly 61.6 µM), inactives show at the top dose FP activity change, negative = inhibition, hits mostly inhibitors; 270,000 compounds, 0.23% hits; AID 1768; active = well fitted inhibition curve with a large enough effect in the polarisation, with a control signal flat, not every such curve was filed as active; inconclusive = small, poorly fitted or top-dose-only effect, or effect the other way, or a change in a side signal; inactive = no such curve, though single readings can be large or run the other way; the % refers to the polarisation; also: potency is read from the fitted curve at half-maximal effect; % of control where 0% means no effect; many of its hits are not listed in these tables
Target sequence (O00255 whole entry, looked up): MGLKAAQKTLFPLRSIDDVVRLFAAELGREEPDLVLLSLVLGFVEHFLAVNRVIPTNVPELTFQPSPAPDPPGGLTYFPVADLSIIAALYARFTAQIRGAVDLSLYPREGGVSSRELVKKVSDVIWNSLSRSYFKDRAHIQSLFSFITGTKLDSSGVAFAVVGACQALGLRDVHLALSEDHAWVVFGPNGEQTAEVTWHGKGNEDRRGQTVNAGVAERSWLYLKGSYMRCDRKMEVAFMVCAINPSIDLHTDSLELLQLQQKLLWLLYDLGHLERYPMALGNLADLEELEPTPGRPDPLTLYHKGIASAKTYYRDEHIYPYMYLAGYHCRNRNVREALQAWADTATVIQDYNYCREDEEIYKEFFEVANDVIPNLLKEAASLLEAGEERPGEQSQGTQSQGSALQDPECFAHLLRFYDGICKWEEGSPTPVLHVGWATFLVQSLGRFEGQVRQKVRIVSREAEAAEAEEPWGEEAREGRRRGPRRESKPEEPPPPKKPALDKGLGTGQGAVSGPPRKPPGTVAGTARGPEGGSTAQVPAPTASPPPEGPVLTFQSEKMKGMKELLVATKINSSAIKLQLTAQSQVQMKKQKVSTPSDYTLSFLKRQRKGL
PKM2 activator: PKM2 (human) enzyme activation | purified PKM2, Kinase-Glo ATP luminescence, activation; response scale: 0% is enzyme alone, no compound | Potency, µM (series often up to 57.5 µM), for inactives: top-dose activation, actives largely listed as activators | P14618 | 260,000 compounds, 0.34% hits | AID 1631; also: potency is read from the fitted curve at half-maximal effect; % is scaled to controls: 0 for no effect and ±100 for the full control effect; nearly all actives have a fitted effect of over 55% in size
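Purified hPK-M2 (>95%) run at intermediate activity with 0.1 mM ADP and 0.5 mM PEP in 50 mM imidazole pH 7.2, KCl, MgCl2; 1 h room temperature. ATP formed read by Kinase-Glo luminescence; normalized to uninhibited and no-enzyme controls.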
ASM inhibitor: blocks human secretory acid sphingomyelinase | P17405 | placental ASM, HMU-PC fluorogenic substrate, 60 min | Potency, µM (top dose mostly 57.5 µM), for the others: at the highest dose activity change, negative = inhibition, hits mostly inhibitors | 340,000 compounds, 0.006% hits; also: potency is read from the fitted curve at half-maximal effect
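Fluorescence read-out (Ex 386 nm, Em 447 nm) after stopping the reaction at pH 10. Enzyme: ASM from human placenta; substrate HMU-PC0, 9 uM final; 60 min, 37 °C. Compound preincubation 10 min, ambient temperature.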
Coupling enz: counter-screen for Giardia aldolase inhibitors: coupling enzyme system; coupling enzyme system counterscreen, AmpLite Red fluorescence; activity change, negative = inhibition, % at 58.2 µM, hits read low; 290,000 compounds, 0.67% hits; in the data active = activity change below about -30%; also: % is scaled to controls: 0 for no effect and ±100 for the full control effect
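Coupling enzymes only (glyceraldehyde-3-phosphate) + compound, at 57.5 uM final, 10 min RT; add substrate/coupling/AmpLite Red mix, 20 min RT; fluorescence ex 525/em 598 nm. Actives flag coupling-system interference.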
Active calls of the source: *; ? = inconclusive; · = no result given; & = joins results of further samples; [ ] = another dose, or the depositor's remark. Unless noted, calls follow the shape of the dose curve; as a rule, active = well fitted curve in the direction sought with a large enough effect; inconclusive = small, poorly fitted or top-dose-only effect, or another doubt; inactive = no such curve, though single readings can be large; an effect the other way counts as inactive or inconclusive. This is a subset; the hit share may differ from the screen's.

SMILES | Giardia killer | GALK inh | Tb PFK inh | TSG101-PTAP inh | B2AR arrestin | Chronic BCR inh | Integrin act MD | Menin MLL FP TR | PKM2 activator | ASM inhibitor | Coupling enz
C=CCn1c(SCC(=O)c2cccs2)nc2sc(CC)cc2c1=O | -9 | 2% | -3% | -1% | -0.1% | 0% | -58%[inhibitor] | 8% | 1% | -10% | 0
CC(=O)c1ccc(NC(=O)c2cccc(N3C(=O)c4ccccc4C3=O)c2)cc1 | 28 | -2% | 1% | · | 0.1% | -12% | 13% | 6% | -2% | 0% | -1
CCN1C(=O)C2(C(C(=O)c3cc4ccccc4o3)=C(O)C(=O)N2CCCN2CCOCC2)c2ccccc21 (stereo not given) | 4 | -2% | 2% | -1% | -0.6% | 5% | 16% | · | 1% | 3% | 13
C[C@@H]1COC(=O)[C@H](NC(=O)OCC2c3ccccc3-c3ccccc32)C/C=C\C[C@@H](CC(=O)N[C@@H](CO)Cc2ccccc2)C(=O)N1 | -20 | · | 6% | -1% | 0.2% | 0% | 1% | · | · | -2% | ·
CCNC(=S)Nc1cc(C(=O)N2CCCC2)ccc1N1CCCC1 | -15 | 1% | 0% | 0% | -0.1% | 7% | -19% | -26% | 13% | 3% | 0
O=C(Nc1ccc2snnc2c1)N1CCCCC1 | -5 | 5% | -9% | -4% | -0.2% | 20% | -7% | -10% | -13% | 1% | -1
COc1ccc(Cl)cc1NC(=O)CCc1ccccc1 | 10 | 0% | 2% | 0% | 0.2% | 10% | 18% | 11% | 3% | -5% | 1
Cn1nc(CC(=O)NCc2ccc(F)cc2)c2ccccc2c1=O | 8 | 0% | -4% | -1% | -0.3% | 6% | 6% | 0% | 3% | 4% | 0
O=C(CCCc1ccccc1)NCCN1CCOCC1 | 3 | 2% | 1% | 1% | 0.1% | 5% | 0% | 1% | 4% | 4% | 0
Cc1ccc(NC(=O)C2CCC(CNC(=O)[C@@H]3Cc4ccccc4CN3)CC2)cc1 (stereo not given in full) | 2 | 7% | -1% | -1% | 0.3% | ? | -12% | · | · | -2% | ·
Cc1ccc(C2CC(c3cccs3)=NN2C(=O)CSc2nc(=O)n3cc(C)ccc3n2)cc1 (stereo not given) | -4 | · | 1% | -1% | 6.0% | 3% | -31% | · | · | -12% | ·
CC(C)(Oc1ccc(Br)cc1Cl)C(=O)Nc1ccon1 | 2 | -9% | 8% | -6% | -0.5% | ? | 1% | · | 0% | 2% | ·
Oc1ccc2ccccc2c1C=Nc1ccc(N2CCOCC2)cc1 | 1 | -4% | 12% | ? | 0.2% | ? | -5% | · | 1% | -19% | -14
N#C/C(=C(/O)c1ccc(Cl)c([N+](=O)[O-])c1)c1nc2ccccc2[nH]1 | 29 | 0% | -3% | -7% | 0.5% | ? | 8% | · | -6% | -1% | 2
O=C(COC(=O)C1CCN(/C=C/C(=O)C(F)(F)F)CC1)Nc1ccccc1 | 3 | -2% | 0% | -3% | -0.3% | ? | 34% | -3% | ? | 3% | 1
O=C(NCc1ccccc1)c1cnsn1 | 12 | 0% | -19% | -2% | 0.3% | 14% | ? | -2% | -6% | 2% | 2
COc1ccc(-c2cc(=O)[nH]c(N3CCN(Cc4ccccc4)CC3)n2)cc1 | -3 | 5% | 4% | -2% | -0.3% | 3% | -8% | 8% | 4% | 8% | -1
O=c1[nH]c2cc([N+](=O)[O-])c([N+](=O)[O-])cc2[nH]c1=O | -11 | -2% | -1% | -2% | 2.6% | 7% | ? | 11% | 0% | -4% | 8&10
c1ccc(Nc2nc(N3CCNCC3)nc(N3CCOCC3)n2)cc1 | -5 | 0% | 1% | 0% | -0.3% | ? | -64%[inhibitor] | 6% | -1% | -7% | 0
COc1ccc(/C=N/NC(=O)CSc2nnc(C)n2-c2ccccc2)c(OC)c1OC | -3 | -2% | 2% | 3% | -0.7% | 10% | -14% | ? | -3% | 0% | 3
N#C/C(=C/c1ccc(-c2ccccc2[N+](=O)[O-])o1)C(N)=O | 3 | 0% | -1% | -1% | 0.5% | 1% | -4% | 8% | 5% | 0% | -11
c1ccc(CCCN2CCN(c3ccccn3)CC2)cc1 | -19 | 2% | 2% | -6% | -0.9% | 5% | 3% | -5% | 4% | 5% | 2
OCC[C@@H]1C[C@@H](O)[C@H](O)[C@@]2(Cc3ccccc3CO2)O1 | 3 | · | -1% | 0% | 0.5% | 8% | 32% | 9% | -1% | 1% | -2
CCc1oc2ccccc2c1C(=O)CCN1CCCCC1 | 5 | 2% | -5% | -4% | -0.9% | ? | -13%[7.66 µM] | -7% | -13% | -2% | -3
COC(=O)c1cc(C)[nH]c2c(C)cc3nc4ccccc4c3c12 | 4 | 2% | 2% | -10% | -0.2% | 11% | 3% | 107%[activator] | -2% | 23% | -15
O=C(/C=C/c1cccc(C(F)(F)F)c1)OCC(=O)N1CCN(c2ccccc2)CC1 | 3 | · | -2% | 1% | -0.4% | 6% | -24% | · | · | -5% | ·
CCN(Cc1ccccc1)C(=O)Cc1ccc(OC)c(S(=O)(=O)N2CCOCC2)c1 | 5 | · | 0% | -3% | -0.3% | 6% | 3% | · | · | 1% | ·
COc1ccc(N2CCN(C(=O)CN(C)S(=O)(=O)c3cc(C)ccc3OC)CC2)cc1 | 2 | -2% | 1% | -7% | -0.2% | ? | -11% | -26% | 3% | 1% | -5
O=C(COC(=O)/C=C/c1cccs1)Nc1cccc(S(=O)(=O)N2CCCC2)c1 | 12 | 0% | 5% | -9% | -0.1% | -11% | 0% | 10% | 4% | -11% | 0
Cc1ccc(-c2nc(C#N)c(NCCCn3ccnc3)o2)cc1 | 8 | 4% | -4% | -2% | -0.1% | 1% | 2% | 3% | -5% | -1% | 2
O=C(CCc1c[nH]c2ccccc12)NC(Cc1ccccc1)C(=O)O (stereo not given) | -13 | · | 6% | -1% | 0.5% | 1% | -18% | 3% | · | 0% | 5
COc1cc2c(cc1OC)CN(c1ccc([N+](=O)[O-])cc1C#N)CC2 | 3 | 1% | 3% | -3% | -0.5% | -5% | 24% | 13% | 9% | -11% | -3
CC(/C=N/Nc1nnc(C)c(=O)[nH]1)=C\c1ccccc1 | -10 | 0% | -2% | -8% | 0.0% | 26% | -20% | ? | 0% | -1% | -14
CCOc1ccc(NC(=O)CN(C)C(=O)c2sccc2-c2ccccc2)cc1OCC | 26 | · | 15% | 0% | 0.2% | 1% | -3% | · | · | 9% | ·
CCCCC1=CC2=C(c3ccco3)C(=O)C(C)(OC(=O)c3ccc(OC)cc3)C(=O)C2=CN1c1ccc(OC)cc1 (stereo not given) | -4 | -2% | -8% | -3% | -0.7% | 2% | 20% | 6%[11.7 µM] | 20%[11.5 µM] | -9% | -1&0
c1ccc(CSc2nncn2-c2ccccn2)cc1 | -3 | 3% | -3% | -3% | 2.4% | -6% | -18% | -7% | -2% | 1% | 0
COc1ccccc1/C=N/NC(=S)Nc1cccnc1 | -5 | 0% | 4% | 1% | ? | ? | 3% | 11% | 2% | -1% | 1
COc1ccc(NC(=O)CC(C)CC(=O)NCc2ccc(F)cc2)c(OC)c1 (stereo not given) | 10 | 7% | -4% | -3% | -0.6% | 2% | 0% | -14% | 9%[11.5 µM] | 1% | 1
COc1ccc2[nH]c(=O)c(CN(C(C)=O)C3CCCCC3)cc2c1 | 7 | -1% | 2% | -13% | -1.0% | -7% | -19% | -11% | 0% | 6% | 3
Cc1cccc(NC(=O)Cn2c(=O)oc3ccccc32)n1 | -20 | -8% | -1% | -4% | 0.1% | 8% | -1% | · | -6% | 2% | ·
Cc1cccc(N2CN(Cc3cccnc3)CNC2=S)c1 | 11 | 2% | 0% | 0% | -0.4% | -4% | 8% | 40%[activator] | -8% | 1% | 3
CN(C)c1ccccc1-c1csc(N2CCC(C(N)=O)CC2)n1 | 0 | · | 2%&-1% | -3% | -1.9%&0.5% | 0%&-9% | · | · | · | -5% | ·
CC(=O)NC(c1ccc(C)cc1)c1cc(Cl)c2cccnc2c1O (stereo not given) | 1 | 3% | -5% | -1% | -0.9% | 2% | 0% | -4% | -17% | 5% | 1
COCCCNc1oc(-c2ccccc2F)nc1C#N | -17 | 2% | -4% | -5% | -0.5% | 13% | 0% | 6% | -1% | 4% | 1
